# LmPK inhibitor: inhibitors of Leishmania mexicana pyruvate kinase | AID 1721 | purified LmPK, Kinase-Glo ATP luminescence, 1 h | 290,000 compounds, 0.37% hits | Q27686 | Potency, µM (highest dose often 57.5 µM), without a hit: top-dose activity change, negative = inhibition, actives largely listed as inhibitors
# Target sequence (Q27686 whole entry, looked up): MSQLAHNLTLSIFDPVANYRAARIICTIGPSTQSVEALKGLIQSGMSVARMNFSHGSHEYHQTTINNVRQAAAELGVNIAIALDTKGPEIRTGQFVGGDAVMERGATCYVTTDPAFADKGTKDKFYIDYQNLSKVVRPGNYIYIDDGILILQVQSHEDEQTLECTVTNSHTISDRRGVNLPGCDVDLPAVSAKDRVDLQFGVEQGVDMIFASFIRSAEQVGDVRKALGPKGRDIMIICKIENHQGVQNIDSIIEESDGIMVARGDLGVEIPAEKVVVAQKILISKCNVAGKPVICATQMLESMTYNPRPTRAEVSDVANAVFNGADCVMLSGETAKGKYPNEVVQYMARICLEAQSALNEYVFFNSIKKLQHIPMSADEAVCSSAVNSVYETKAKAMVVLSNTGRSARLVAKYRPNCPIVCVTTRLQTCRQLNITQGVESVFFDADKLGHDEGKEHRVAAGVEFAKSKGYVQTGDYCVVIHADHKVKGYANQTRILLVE
#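 In 50 mM imidazole pH 7.2 with 7 mM MgCl2, LmPK (0.1 nM) turned over PEP (0.5 mM) and ADP (0.1 mM) for 1 h at room temperature. Luciferase read-out of ATP.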
# TbPYK inhibitor: inhibitors of Trypanosoma brucei pyruvate kinase | AID 624173 | Potency, µM (series often up to 76.8 µM), for inactives: at the highest dose activity, negative = inhibition, actives largely listed as inhibitors | TbPYK enzyme, Kinase-Glo Plus ATP luminescence, 45 min | 410,000 compounds, 0.12% hits; further: nearly all actives have a fitted effect of over 50% in size
#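 Glycolytic pyruvate kinase of T. brucei was incubated with substrate, test compound and 130 uM ADP for 45 minutes at room temperature. Luminescent Kinase-Glo Plus signal was measured after 10 minutes.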
# Pf growth 48h: P. falciparum growth inhibition at 48 hours (one generation) | P. falciparum luciferase growth in erythrocytes, 48 h | Potency, µM (top dose mostly 28.7 µM), without a hit: at the top dose activity change, negative = inhibition, most hits filed as inhibitors | 310,000 compounds, 5.9% hits | AID 504832
#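 Firefly luciferase activity from engineered P. falciparum reports growth; inhibitors lower the luminescent signal. Cultures contained 2% hematocrit erythrocytes at 0.1% final parasitemia.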
# HCV inh: inhibitors of hepatitis C virus infection; Huh7.5.1 HCVcc-Cre infection, luciferase reporter, 44 h; Potency, µM (highest dose often 41.8 µM), for inactives: top-dose activity change, negative = inhibition, most hits filed as inhibitors; 340,000 compounds, 3.4% hits; AID 651820
#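 HCVcc-Cre virus at an moi near 0.5 was added right after compound to cells cultured 4 h from seeding (1,000 cells/well). Luciferase activity was determined 44 h later, 15 min after substrate addition at RT.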
# Pf growth 96h: P. falciparum growth inhibition at 96 hour, primary screen for plastid delayed-death inhibitors; Potency, µM (doses to about 28.7 µM), without a hit: at the highest dose activity change, negative = inhibition, actives largely listed as inhibitors; 320,000 compounds, 6.9% hits; AID 504834; P. falciparum luciferase reporter growth, 96 h
#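 Luminescence readout: decreased luciferase signal marks inhibited growth of reporter-expressing P. falciparum in infected red cells (2% hematocrit, 0.05% parasitemia final), exposed to compound two generations (96 h, 37 C, 5% CO2).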
# Sm TGR block: inhibitors of Schistosoma mansoni thioredoxin glutathione reductase; purified TGR, DTNB reduction, TNB absorbance 405 nm; Potency, µM (doses to about 114 µM), for inactives: at the top dose activity change, negative = inhibition, actives largely listed as inhibitors; 360,000 compounds, 3% hits; AID 485364; further: nearly all actives have a fitted effect of over 60% in size
#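 Kinetic colorimetric format: TGR-catalysed, NADPH-driven DTNB reduction monitored via TNB absorbance. Enzyme dispensed at 20 nM; compound exposure 15 min at room temperature before reaction start.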
# Numbers without * were called inactive; ? = inconclusive; . = no result given; & = joins results of further samples; [ ] = dose if it differs, or a comment. The call rests on the fitted dose curve; in most records, active means well fitted curve in the direction sought with a large enough effect; inconclusive means small, poorly fitted or top-dose-only effect, or another doubt; inactive means no such curve, though single readings can be large; an effect the other way counts as inactive or inconclusive. On the % scale 0 is the no-effect control and ±100 the full control effect; potency means the concentration at half of the fitted maximal effect.
no.	canonical_smiles	TbPYK inhibitor	Pf growth 48h	Pf growth 96h	HCV inh	Sm TGR block	LmPK inhibitor
1	Cc1cc(N)nc(SCC(=O)N2C(C)CCCC2C)n1 (stereo unspecified)	-13.0%	26.4%	32.0%[activator]	8.2%	3.1%	-4.0%
2	CCCN1CCc2c(sc(NC(=O)Cc3ccc(F)cc3)c2C(N)=O)C1	0.5%	-0.5%	-10.9%	-26.5%	5.9%	-7.1%
3	Cc1cc(C)nc(SCc2ccc(C(=O)N/N=C/c3cccc(O)c3O)cc2)n1	15.5%	10.4µM*	4.65µM*	12.6µM*	-15.9%	-3.4%
4	COc1ccccc1Sc1ccccc1/C=N/NC(N)=O	-3.7%	-15.1%	?	-28.5%	0.9%	3.2%
5	COc1ccccc1Nc1nc(NCCC(C)C)nc(N)c1[N+](=O)[O-]	1.0%	3.7µM*	?	12.6µM*	29.1%	6.9%
6	COCC1CCN(C(=O)c2cc(COc3cccc4cnccc34)on2)CC1	2.3%	7.0%	0.1%	7.08µM*	1.8%	-8.1%
7	Cc1ccsc1C(=O)OCC(=O)c1ccc[nH]1	2.0%	467.5%[activator]	326.4%[activator]	26.0%	-13.0%	.
8	O=C(N/C(=C/c1ccco1)C(=O)N1CCCCC1)c1cccs1	-2.3%	-0.8%	-13.1%	7.6%	-34.2%	0.4%
9	Cc1cc(C)c(S(=O)(=O)c2ccccc2C(C)C)c(=O)[nH]1	-3.6%	-2.2%	-8.0%	7.8%	8.1%	0.1%
10	Cc1[nH]c(=O)[nH]c(=O)c1S(=O)(=O)N1CCN(c2cccc(Cl)c2)CC1	-2.7%&-6.7%	29.8%	1.8%	0.9%	12.5%	0.1%
11	CSc1ccccc1NC(=O)CN(C)CC(=O)Nc1cc(C)ccc1C	4.8%	3.4%	?	?	1.2%	-1.1%
12	COc1ccc(S(=O)(=O)N2CCCC(C(=O)N3CCOCC3)C2)cc1C (stereo unspecified)	-2.7%	-7.8%	.	?	-13.5%	-0.9%
13	CC(C)(C)c1cc(C=C(C#N)C#N)cc(C(C)(C)C)c1O	-29.6%	2.62µM*	1.47µM*	?	?	.
14	Cc1ccc(C2=NCC(=O)N(CC(=O)N3CCCCC3)c3sc(C)c(C)c32)cc1	4.9%	?	?	-12.5%	-5.0%	1.1%
15	COc1ccc(NC(=O)CN(C)C(=O)c2sc3ccccc3c2Cl)cc1	3.0%	43.1%[activator]	24.3%	?	-0.7%	.
16	O=C(Nc1cccc(-c2nc3ncccc3o2)c1)c1cc2ccccc2o1	0.9%	?	34.6%[activator]	?	14.8%	-0.1%
17	O=C(O)c1ccc(CNC(=O)c2ccc3c(c2)C(=O)N(Cc2cccnc2)C3=O)cc1	4.8%	17.1%	?	3.1%	7.4%	-7.9%
18	COc1ccc(Cl)cc1N1C(=O)C2CCCN2C1c1ccc(F)cc1 (stereo unspecified)	0.9%	.	?	-3.0%	-6.2%	10.1%
19	CCOC(=O)C1=C(Nc2ccc(C)cc2)CC(C)(O)C(C(=O)OCC)C1c1ccccc1 (stereo unspecified)	2.0%	11.7µM*	13.1µM*	3.2%	8.3%	4.4%
20	C=CCO/N=C/C1C(=O)CC(C)(C)CC1=O	4.1%	8.3%	?	3.9%	-4.0%	-5.4%

# Continued, starting with the last 7 of the part before.
no.	canonical_smiles	TbPYK inhibitor	Pf growth 48h	Pf growth 96h	HCV inh	Sm TGR block	LmPK inhibitor
14	Cc1ccc(C2=NCC(=O)N(CC(=O)N3CCCCC3)c3sc(C)c(C)c32)cc1	4.9%	?	?	-12.5%	-5.0%	1.1%
15	COc1ccc(NC(=O)CN(C)C(=O)c2sc3ccccc3c2Cl)cc1	3.0%	43.1%[activator]	24.3%	?	-0.7%	.
16	O=C(Nc1cccc(-c2nc3ncccc3o2)c1)c1cc2ccccc2o1	0.9%	?	34.6%[activator]	?	14.8%	-0.1%
17	O=C(O)c1ccc(CNC(=O)c2ccc3c(c2)C(=O)N(Cc2cccnc2)C3=O)cc1	4.8%	17.1%	?	3.1%	7.4%	-7.9%
18	COc1ccc(Cl)cc1N1C(=O)C2CCCN2C1c1ccc(F)cc1 (stereo unspecified)	0.9%	.	?	-3.0%	-6.2%	10.1%
19	CCOC(=O)C1=C(Nc2ccc(C)cc2)CC(C)(O)C(C(=O)OCC)C1c1ccccc1 (stereo unspecified)	2.0%	11.7µM*	13.1µM*	3.2%	8.3%	4.4%
20	C=CCO/N=C/C1C(=O)CC(C)(C)CC1=O	4.1%	8.3%	?	3.9%	-4.0%	-5.4%
21	O=c1c(-c2cccc([N+](=O)[O-])c2)[n+]([O-])c2ccccc2n1O	-11.3%	-5.3%	31.9%[activator]	4.5%	1.8%	0.8%
22	Cc1cc(C)c(C)c(OCC(=O)O/N=C(\N)c2ccccn2)c1	-3.8%	.	?	10µM*	-0.3%	-0.7%
23	COC(=O)CSc1nnc(-c2ccc(NS(=O)(=O)c3ccccc3)cc2)o1	0.3%	-4.8%	9.0%	28.1%	0.9%	0.6%
24	CCOC(=O)C1C(C#N)=C(N)OC(C)=C1c1ccncc1 (stereo unspecified)	-10.6%	8.6%	-16.7%	20.3%	-5.4%	-0.9%
25	COc1ccc(-c2cc(C(F)(F)F)n3nc(C(=O)NCc4ccco4)c(Cl)c3n2)cc1	2.8%	-10.1%	-12.6%	?	7.7%	2.3%
26	O=C(O)c1cc(C(=O)O)c(-c2ccccc2)c(C(=O)O)c1	-3.7%	2.94µM*	?	19.5%	5.3%	2.3%
27	CCN(CC)CCCNC(=O)Cn1cc2c(n1)CCC(C)C2 (stereo unspecified)	-3.6%	?	0.3%	-1.8%	-0.5%	-1.1%
28	O=C(CCNC(=O)Cn1ccc2ccccc2c1=O)NCCN1CCc2ccccc2C1	0.3%	1.5%	?	11.6%	-19.5%	-2.9%
29	N/C(=N\OC(=O)COc1ccccc1)c1ccncc1	-1.7%	64.5%[activator]	85.8%[activator]	12.3%	17.1%	1.8%
30	Cc1ccc(NS(=O)(=O)c2cccc(C(=O)Nc3c(C)n(C)n(-c4ccccc4)c3=O)c2)cc1	4.5%	17.8%	22.5%	-12.0%	-3.2%	1.8%
31	Cc1c(S(=O)(=O)c2ccccn2)c(N)n(Cc2ccccc2)c1C	-2.2%	-16.7%	-14.8%	7.3%	2µM*	-5.7%
32	CC(NC(=S)Nc1ccccc1)C1COc2ccccc2O1 (stereo unspecified)	-1.1%	-10.2%	-28.3%	0.0%	-12.6%	-0.9%
33	COCCCNC(=O)CCNS(=O)(=O)c1ccc(C)cc1	10.0%	7.9%	41.5%[activator]	-23.5%	-26.0%	2.1%
34	Fc1ccc(CSc2nnc(CN3CCOCC3)n2-c2ccccc2)c(Cl)c1	-4.0%	.	?	4.2%	2.2%	0.2%
35	CCOC(=O)N1CCN(C(=O)C2CCN(S(=O)(=O)CC)CC2)CC1	-2.7%	2.0%	1.65µM*	8.3%	3.2%	-5.8%
36	COC(=O)c1ccc(/C=C(\C#N)c2nc3ccccc3s2)cc1	-1.8%	35.1%[activator]	18.1%	-15.7%	5.7%	-0.6%
37	CCn1cc(C(=O)NCc2cccnc2)c2cc(OC)c(OC)cc2c1=O	-6.8%	22.6%	2.08µM*	10.3%	-3.5%	1.0%
38	NC(=O)c1cc2cc(Cl)ccc2o/c1=N/NC(=O)c1cccs1	4.1%	75.7%[activator]	0.0%	21.9%	0.3%	3.1%
39	CN(C)C(=O)/C(=C\c1cccc(Oc2ccccc2)c1)NC(=O)c1ccccc1	2.8%	-15.2%	?	8.3%&0.6%	-4.6%	3.2%
40	C=CCc1ccccc1OCCn1ccnc1	0.9%	?	28.0%	12.3%	-11.0%	-11.9%
41	C(=C\n1nnc2ccccc21)/c1ccc[nH]1	7.5%	-1.0%	39.7%[activator]	17.5%	25.1µM*	.
42	O=[N+]([O-])c1ccc(C(O)CNC(=S)Nc2ccccc2)cc1 (stereo unspecified)	3.0%	?	?	-22.6%	8.9%	0.6%
43	Cc1c(NC(=O)C(CC(=O)O)NCc2ccco2)c(=O)n(-c2ccccc2)n1C (stereo unspecified)	-15.5%	1.5%	?	6.3%&11.2%	-1.8%	0.4%
44	CCOc1ncccc1C(=O)N1CCN(c2ccc(C(F)(F)F)cn2)CC1	4.2%	-5.2%	5.0%	-7.2%	-9.4%	2.4%
45	COc1ccc(CN2CCN(C(C)C(=O)N(C)Cc3cccc(F)c3)CC2)cc1OC (stereo unspecified)	23.0%	-10.7%	?	?	1.7%	-5.9%
46	COc1ccc(NC(=O)C2CCCN2C(=O)NC2CCCCC2)c(OC)c1 (stereo unspecified)	-4.5%	2.8%	28.4%	-8.1%	9.0%	-7.9%
47	Cn1nc(C(=O)Oc2cc(=O)n(C)c3ccccc23)c2ccccc2c1=O	-8.0%	-1.4%	-6.4%	7.9%	-8.3%	-2.0%
48	Cc1cccc(NC(=O)/C(C#N)=C/c2ccc(F)cc2)n1	0.1%	.	-1.2%	17.6%	4.2%	-3.4%
49	CCOC(=O)c1c(C)[nH]c(C)c1S(=O)(=O)N(C)CC(=O)Nc1ccc(C)cn1	-6.0%	3.9%	138.0%[activator]	1.8%	-5.8%	2.4%
50	CC1CCC2(CC1)NC(=O)N(CC(=O)Nc1cccc(S(=O)(=O)N3CCCC3)c1)C2=O (stereo unspecified)	0.0%	?	-25.7%	?	-9.4%	.
51	O=C(CCN1C(=O)C2CC=CCC2C1=O)Nc1nccs1 (stereo unspecified)	-5.0%	7.8%	54.1%[activator]	11.2%	-0.5%	1.2%
52	Cc1n[nH]c(C)c1CN(C)C(=O)C1CCC(=O)N(CC2CCCCC2)C1 (stereo unspecified)	-4.9%	?	?	10.2%	-12.2%	-9.6%
53	COc1cc(OC)cc(-c2nnc(SCC(=O)N(Cc3ccccc3)C(C)(C)C)o2)c1	1.5%	?	333.0%[activator]	-28.5%	-0.3%	0.1%
54	COC(=O)C1=C(c2ccc(Cl)c(C(F)(F)F)c2)C[C@@H]2CC[C@H]1N2C(=O)NC1CC1	-4.7%	14.7µM*	5.86µM*	-6.5%	0.0%	.
55	CCC(Oc1cc(Cl)ccc1Cl)C(=O)N1CCCN(C)CC1 (stereo unspecified)	-0.6%	13.2%	9.7%	-16.6%	8.0%	-7.0%
56	NC(=O)c1ncn(C2OC(CO)C(O)C2O)c1N (stereo unspecified)	7.9%	-2.5%	?	.	.	.
57	CS(=O)(=O)N(CCc1ccccc1)CC(=O)N1CCN(c2ccccc2F)CC1	-2.6%	?	?	3.7%	-2.1%	1.7%
58	O=C(COC(=O)CNC(=O)C1CCCCC1)Nc1ccc(Br)cc1Br	-0.6%	6.1%	7.3%	-8.6%	1.6%	.
59	COc1ccc(-n2c(COc3ccc(C)cc3)nnc2SCC(=O)O)cc1	-11.3%	-52.0%	?	23.8%	2.6%	0.3%
60	COc1ccc(CCNC(=O)CN2C(=O)C3(OCCCO3)c3ccccc32)cc1OC	1.0%	-0.5%	?	11.4%	4.2%	0.7%
61	C/C(=N\NC(=O)Cn1cnc2ccccc21)c1cccs1	-4.2%	5.4%	-13.9%	-0.9%	.	1.1%
62	Cc1ccc(C(C(=O)NC2CCCC2)N2CCCCC2)cc1 (stereo unspecified)	1.4%	?	1.85µM*	9.0%	-0.9%	-5.2%
63	Cc1nn(-c2nnc(NC3CCCCC3)nn2)c(C)c1Br	0.9%	?	?	-2.0%	1.1%	-8.4%

# Random draw from the library, and some 16% of all compounds hit somewhere here.
